# Wnt bcat act = Wnt/beta-catenin pathway activation. Wnt/beta-catenin reporter cell assay, activator, plate reader. activation, % at 9.35 µM. hit rate 1.2% among 300,000. AID 743398; in the data active = activation above about 30%, passing the limit was not always enough;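 also: 0% = neutral control wells and 100% = positive control wells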
# RTF Ca sens act = increases calcium sensitivity of human cardiac regulated thin filaments; hit rate 0.24% among 340,000; AID 493008; activation, % at 7.2 µM; IANBD-labeled TnC RTF fluorescence at EC20 calcium; 0% EC20 calcium, 100% full calcium; P19429+P45379;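 active = activation above the mean over all tested compounds plus 3 SD, cut at about 30% in these data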;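 also: rise in fluorescence read as greater calcium sensitivity of cardiac thin filaments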
# Rtt109 Vps75 = C. albicans Rtt109 histone acetyltransferase inhibition; inhibition, % at 34.9 µM; Q5AAJ8; purified Rtt109/Vps75, ThioGlo CoA-SH fluorescence, 4 h; hit rate 0.16% among 330,000;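 active = inhibition of at least 50% in every replicate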
# SR-BI DiI inh = blocks mouse SR-BI lipid uptake from DiI-HDL; inhibition, % at 12.5 µM; ldlA[mSR-BI] CHO cells, DiI-HDL uptake fluorescence, 3 h; AID 488896; hit rate 0.96% among 320,000; Q61009;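 active = mean replicate inhibition of at least 70% and a set share of replicates each scoring 70 or more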;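 also: 0% = median of neutral control wells and 100% = median of positive control wells; values of inactives mirror those of a sister screen read the other way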
# MITF act = increases MITF-driven TRPM1 promoter luciferase signal; SK-MEL-5 TRPM1-promoter luciferase, 24 h; % of positive control, neutral wells = 0; activation, % at 12.5 µM; hit rate 0.75% among 300,000; AID 588334;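 active = mean activation of at least 80% with every replicate also reaching 80%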;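 also: 0% = neutral control wells and 100% = parthenolide positive control wells; values of inactives mirror those of a sister screen read the other way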
# PvdQ acylase = blocks Pseudomonas aeruginosa PvdQ acylase activity | purified PvdQ acylase, fluorescence plate reader | inhibition, % at 10 µM | hit rate 0.063% among 340,000; in the data active = inhibition above about 30%, passing the limit was not always enough;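 also: 0% = vehicle neutral wells and 100% = reference inhibitor wells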
# dFosB activator = mouse delta FosB homodimer activation; P13346; purified delta FosB, TAMRA-CDK5 oligo fluorescence polarization; percent of positive-control signal above neutral wells; activation, % at 25 µM; hit rate 0.99% among 340,000; AID 493131;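 active = mean activation above about 17%, with every replicate also reaching it, limit read from the data, passing the limit was not always enough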;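 also: fluorescence polarization rise as delta FosB binds a TAMRA Cdk5 AP-1 oligo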
# SR-BI uptake up = enhances SR-BI lipid uptake from DiI-HDL; CHO ldlA[mSR-BI] cells, DiI-HDL uptake fluorescence, 3 h; 100 = double the neutral-control signal; activation, % at 12.5 µM; hit rate 0.096% among 320,000; AID 504775;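 active = mean replicate activation of at least 60% and every replicate at or above 60%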;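 also: 0% = median plate neutral-control signal and 100% = twice that signal; values of inactives mirror those of a sister screen read the other way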
#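 System: CHO ldlA[mSR-BI] cells / Medium: HEPES-buffered (25 mM, pH 7.4) F12 plus 0.5% BSA / Probe or stimulus: labelled HDL, 10 µg/mL / Doses: single compound concentration, delivered by pin transfer / Schedule: 3 h, 37 °C / Measured by: DiI fluorescence, bottom read / Measure: cell-associated DiI fluorescence as measure of HDL uptake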
# HTR5A ag ctr = HTR5A agonism, opioid heterodimer counter-screen | P47898 | HTR5A agonist assay, luminescence, cell-based | activation, % at 9.3 µM | hit rate 0.61% among 340,000; in the data active = activation mostly above about 9.5%, no sharp cut-off; inactive = mostly below about 7.6%;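 also: 0% = cells with vehicle only and 100% = reference agonist; strong numbers were not always called active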
# CDK5 inh = blocks human CDK5/p35 kinase activity | Q00535+Q15078 | Recombinant CDK5/p35, ADP-Glo luminescence, 60 min | inhibition, % at 10 µM | hit rate 0.01% among 330,000;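 active = highest replicate inhibition of at least 50% and at least 75% of replicates reaching 50%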;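 also: plate controls were DMSO neutral control for no effect and GW8510 at 10 µM for full effect; many of its hits are not listed in these tables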
# Target sequence (Q00535 whole entry, looked up): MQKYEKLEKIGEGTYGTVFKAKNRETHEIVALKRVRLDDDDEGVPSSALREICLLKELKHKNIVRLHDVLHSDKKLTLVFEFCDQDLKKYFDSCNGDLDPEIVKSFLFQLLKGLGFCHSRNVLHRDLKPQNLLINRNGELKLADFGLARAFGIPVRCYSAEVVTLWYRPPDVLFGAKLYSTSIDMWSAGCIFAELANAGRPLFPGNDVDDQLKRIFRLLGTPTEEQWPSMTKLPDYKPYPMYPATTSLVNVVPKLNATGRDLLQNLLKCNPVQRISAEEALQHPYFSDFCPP
# Target sequence (Q15078 whole entry, looked up): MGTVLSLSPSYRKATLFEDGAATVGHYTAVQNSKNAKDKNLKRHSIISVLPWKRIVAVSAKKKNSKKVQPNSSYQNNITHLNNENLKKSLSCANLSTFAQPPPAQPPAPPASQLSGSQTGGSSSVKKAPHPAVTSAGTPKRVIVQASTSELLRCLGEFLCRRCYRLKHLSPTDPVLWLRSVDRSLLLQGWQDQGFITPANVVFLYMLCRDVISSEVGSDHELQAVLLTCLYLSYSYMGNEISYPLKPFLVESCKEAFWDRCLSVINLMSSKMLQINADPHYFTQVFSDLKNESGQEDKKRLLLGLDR
# An asterisk follows results filed as active; . = no result given. Compounds as they come; overall some 4.4% were active at least once.
SMILES,Wnt bcat act,RTF Ca sens act,Rtt109 Vps75,SR-BI DiI inh,MITF act,PvdQ acylase,dFosB activator,SR-BI uptake up,HTR5A ag ctr,CDK5 inh
COC(=O)c1sccc1NC(=O)C1CCCCC1C(=O)O (stereo not given),-1.6,0.3,-2.3,-49.4,1.9,-2.7,-1.7,49.4,2.5,0.7
Cc1cccc(C)c1N1CCN(C(=O)c2ccc3c(c2)OCO3)CC1,1.0,-2.8,20.6,26.1,8.6,0.7,-8.7,-26.1,-1.1,-1.6
CCOC(=O)c1[nH]c(C)c(C(=O)NCCCN2CCOCC2)c1C,.,1.9,13.0,-44.7,-9.1,-6.2,0.1,44.7,0.6,-1.5
COc1ccc(S(=O)(=O)N2CCOCC2)cc1NC(=O)CNC(=O)c1cccs1,-2.4,2.0,0.8,6.6,-3.4,-20.8,-2.3,-6.6,10.2,-0.7
OCc1ccccc1O[C@@H]1O[C@H](CO)[C@@H](O)[C@H](O)[C@H]1O,-1.5,1.8,-7.6,-15.6,5.1,-5.9,8.9,15.6,-0.6,-1.7
CC(=O)Nc1cccc(NC(=O)c2cc(Cl)ccc2Cl)c1,0.2,0.4,12.8,-3.5,-2.2,2.4,-1.8,3.5,-1.0,0.3
COc1cccc(C2=Nn3c(nnc3-c3ccccc3O)SC2)c1,-5.8,-2.7,0.2,49.3,-6.8,7.6,-3.4,-49.3,7.0,-0.4
O=C(CCC(=O)OCC(=O)c1ccc([N+](=O)[O-])cc1)Nc1ccccc1Cl,.,-0.7,74.9*,-25.1,-0.9,-11.8,-1.7,25.1,0.2,0.2
O=C(Nc1cccc(-c2nc3ccccc3c(=O)o2)c1)c1ccccc1,-0.3,-4.9,5.6,-2.4,-6.0,-16.3,-20.0,2.4,-0.2,0.2
O=C(CCl)N(C/C=C/c1ccccc1)c1ccc2c(c1)OCCO2,2.5,11.4,-25.7,-9.5,-8.3,7.6,-8.8,9.5,70.6*,0.0
CCSc1nc2c(c(=O)n(C)c(=O)n2C)n1Cc1ccc(Cl)cc1,.,-2.0,-1.9,-16.2,-7.8,-7.5,-9.3,16.2,1.1,-1.0
CCN(CC)CCOc1cc2c(nn1)Oc1ccccc1N2C,.,2.4,-6.7,1.0,17.1,6.8,5.8,-1.0,2.7,9.7

# Shown tab-delimited: 3 of the compounds above.
structure	Wnt bcat act	RTF Ca sens act	Rtt109 Vps75	SR-BI DiI inh	MITF act	PvdQ acylase	dFosB activator	SR-BI uptake up	HTR5A ag ctr	CDK5 inh
Cc1cccc(C)c1N1CCN(C(=O)c2ccc3c(c2)OCO3)CC1	1.0	-2.8	20.6	26.1	8.6	0.7	-8.7	-26.1	-1.1	-1.6
COc1ccc(S(=O)(=O)N2CCOCC2)cc1NC(=O)CNC(=O)c1cccs1	-2.4	2.0	0.8	6.6	-3.4	-20.8	-2.3	-6.6	10.2	-0.7
OCc1ccccc1O[C@@H]1O[C@H](CO)[C@@H](O)[C@H](O)[C@H]1O	-1.5	1.8	-7.6	-15.6	5.1	-5.9	8.9	15.6	-0.6	-1.7

# Remaining list, next part.
SMILES,Wnt bcat act,RTF Ca sens act,Rtt109 Vps75,SR-BI DiI inh,MITF act,PvdQ acylase,dFosB activator,SR-BI uptake up,HTR5A ag ctr,CDK5 inh
CCN(CC)S(=O)(=O)c1cccc(-c2nnc(SCC(N)=O)n2CCc2ccccc2)c1,-6.1,-1.6,16.3,-8.5,-3.9,5.0,-3.2,8.5,-1.7,0.2
O=C(NCCCN1CCOCC1)c1cc2nc(-c3ccco3)cc(C(F)(F)F)n2n1,-2.8,-3.0,-68.2,-9.0,4.1,5.8,2.1,9.0,8.1,1.9
CCO[C@H]1OC(C(=O)O)=C[C@@H](C)[C@@H]1CCCO,2.1,3.5,-2.3,-25.6,1.8,9.3,1.1,25.6,-4.4,-0.3
CC(C)n1nc(C(=O)Nc2nc3ccc(S(C)(=O)=O)cc3s2)c2ccccc2c1=O,-0.2,-2.9,6.7,-1.4,1.2,9.0,-0.6,1.4,-7.0,1.3
CC(C)(C)C(=O)NC(=S)Nc1ccccn1,2.0,-3.5,-2.4,9.9,9.5,-1.1,2.8,-9.9,6.5,-1.3
COc1ccc(C2(C)NC(=O)N(CC(=O)Nc3ccc(Br)c(C)c3)C2=O)cc1OC (stereo not given),-1.2,2.1,7.9,.,-5.5,-16.2,-9.7,.,12.8,-3.0
CC(=O)Nc1ccccc1C(=O)C(=O)Nc1ccc(C)c(F)c1,-1.8,0.3,10.1,-9.4,30.5,-12.8,1.3,9.4,2.8,1.9
CCCCC(=O)OC1CCC2C3CCc4cc(O)ccc4C3CCC12C (stereo not given),4.3,-2.0,3.6,25.1,-12.8,-5.2,-5.3,-25.1,4.7,-0.3
O=C(Nc1ccc(C(=O)N2CCCCC2)cc1)c1ccccc1Cl,1.7,0.7,-4.7,10.1,0.4,-8.9,-1.6,.,0.7,0.4
O=C(N/N=C/c1cccs1)c1cccc(S(=O)(=O)Nc2ccc(Cl)cc2)c1,-3.4,-4.9,2.2,21.8,1.4,-11.7,2.5,-21.8,-2.6,-2.0
COc1ccccc1N(C)S(=O)(=O)c1ccc(C)c(C(=O)NC(C)c2ccccn2)c1 (stereo not given),-2.6,-4.6,12.2,-3.0,-6.2,9.1,-5.6,3.0,0.2,-1.0
Cn1cc(S(=O)(=O)c2ccccc2)n(C)c1=O,-1.6,-7.2,-17.9,-20.6,4.9,-9.6,-9.3,20.6,3.0,0.0
Cc1cc2c(ncn2C)c(NS(=O)(=O)c2cc(Cl)ccc2Cl)c1C,-0.8,2.6,-9.7,-19.8,.,-2.2,-4.2,19.8,-2.6,-0.1

# One compound at a time, from the list above.
# O=C(Nc1cccc(-c2nc3ccccc3c(=O)o2)c1)c1ccccc1 is entered as Wnt bcat act = -0.3; RTF Ca sens act = -4.9; Rtt109 Vps75 = 5.6; SR-BI DiI inh = -2.4; MITF act = -6.0; PvdQ acylase = -16.3; dFosB activator = -20.0; SR-BI uptake up = 2.4; HTR5A ag ctr = -0.2; CDK5 inh = 0.2
# CC(C)n1nc(C(=O)Nc2nc3ccc(S(C)(=O)=O)cc3s2)c2ccccc2c1=O is entered as Wnt bcat act = -0.2; RTF Ca sens act = -2.9; Rtt109 Vps75 = 6.7; SR-BI DiI inh = -1.4; MITF act = 1.2; PvdQ acylase = 9.0; dFosB activator = -0.6; SR-BI uptake up = 1.4; HTR5A ag ctr = -7.0; CDK5 inh = 1.3

# Screens deposited in PubChem BioAssay by several laboratories.
